# NALP1 yeast inh: NALP1 inflammasome inhibitors in reconstituted yeast, colorimetric, S. cerevisiae, triplicate retest; S. cerevisiae NALP1/ASC/caspase-1 growth, X-gal OD620, 72 h; AID 2071, 2009; actives 0.61% (n = 280,000); inhibition, % at 10 µM; in the data active = inhibition mostly above about 24%, no sharp cut-off; inactive = mostly below about 32%; note: some compounds called inactive have numbers as strong as hits
# MEKK2 WT-MEK5: modulators of MEK5 binding to wildtype MEKK2, primary screen, biochemical, multiplex bead flow cytometry, Alexa488-MEK5; AID 1531, 2009; binding response (% of control), % at 10 µM; Alexa488-MEK5 binding to MEKK2 WT; actives lie on both sides; Mitogen-activated protein kinase kinase kinase 2 (Homo sapiens), Q9Y2U5; actives 1.1% (n = 290,000); in the data active = binding response below about 67% or above about 130%
# p-CIP stab down: p/CIP-EGFP fusion destabilizers, primary screen, fluorescence, F442A cells | Q05BA5 | 16 h | AID 1984, 2009 | actives 0.01% (n = 290,000) | decrease of EGFP signal, % at 10 µM;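 active = EGFP signal decrease of at least 30% at 10 µM or well 3 SD below plate mean, unless failing retest; inactive = the rest, including hits failing retest or dose response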; note: some compounds called inactive have numbers as strong as hits; many of its hits are not listed in these tables
# IDE act: human IDE activators in live cells, primary screen, fluorescence polarization, HEK cells, FAbeta-B substrate; Insulin-degrading enzyme (Homo sapiens), P14735; FAbeta-B cleavage; 0% vehicle, 100% cell-free pure enzyme wells; activation, % at 5.96 µM; actives 0.073% (n = 340,000); AID 493087, 2011;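 active = activation above the mean of all tested compounds plus 3 SD, set per screening campaign, cut at about 17% in these data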
# PfM18AAP inh: PfM18AAP inhibitors, malaria aminopeptidase, primary screen, biochemical, QFRET, recombinant enzyme | M18 aspartyl aminopeptidase (Plasmodium falciparum 3D7) | H-Glu-NHMec fluorogenic cleavage | inhibition, % at 7.35 µM | actives 1.2% (n = 290,000) | AID 1822, 2009;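 active = inhibition above the campaign mean inhibition over all tested compounds plus 3 SD, cut at about 28% in these data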;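 note: 0% = plate median of test compound wells and 100% = 2 mM ZnCl2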
# SUMO HTRF inh: inhibitors of in vitro SUMOylation cascade, primary screen, biochemical, HTRF, uHTS; actives 0.36% (n = 290,000); HTRF SUMOylation assay, SAE1/SAE2 + UBC9; SUMO-conjugating enzyme UBC9 (Homo sapiens), P63279; inhibition, % at 35 µM; in the data active = inhibition above about 50%, passing the limit was not always enough; note: strong numbers were not always called active
# Target sequence (P63279 whole entry, looked up): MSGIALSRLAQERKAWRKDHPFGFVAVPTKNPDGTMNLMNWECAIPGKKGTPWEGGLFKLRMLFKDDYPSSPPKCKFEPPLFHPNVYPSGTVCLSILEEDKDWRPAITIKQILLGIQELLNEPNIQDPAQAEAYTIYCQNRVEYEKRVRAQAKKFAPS
# MEKK2 mut-MEK5: MEK5 binding signal on mutant MEKK2 PB1, primary screen, biochemical, multiplex bead flow cytometry, Alexa488-MEK5 | Alexa488-MEK5 binding to MEKK2 mutant | percent response, % at 10 µM | actives 0.35% (n = 290,000) | AID 1530, 2009; in the data active = percent response above about 24%, passing the limit was not always enough; note: inactives centre near 1; some results filed as inactive read as strong as hits; reference of the scale not given here
# IDE inh: human IDE inhibitors in live cells, primary screen, fluorescence polarization, HEK cells, FAbetaB substrate. inhibition, % at 5.59 µM. actives 0.41% (n = 320,000). FAbetaB cleavage. AID 434962, 2010;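 active = percent inhibition above the average of all tested compounds plus 3 SD, set per screening campaign, cut at about 16% in these data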;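 note: IDE supplied by intact live HEK cells; FP after avidin binding of uncleaved biotin substrate so inhibition keeps polarization high; 0% = DMSO wells and 100% = 60 µM reference IDE inhibitor Ii1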
# MEKK3 PB1 HTS: modulators of MEKK3-MEK5 PB1 binding, primary screen, biochemical, wildtype MEKK3, multiplex bead flow cytometry, Alexa488-MEK5 | actives 1.4% (n = 290,000) | Mitogen-activated protein kinase kinase kinase 3 (Homo sapiens), Q99759 | bead-based flow cytometry, Alexa488-MEK5 binding to MEKK3; actives lie on both sides; 0 = blocked by unlabeled MEK5, 100 = vehicle | binding response (% of control), % at 10 µM;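 active = binding response more than 3 SD above or below the average of its plate-row segment, actives on both sides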;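 note: Alexa488 bead fluorescence after subtracting the streptavidin-only scavenger bead signal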
# Target sequence (Q99759 whole entry, looked up): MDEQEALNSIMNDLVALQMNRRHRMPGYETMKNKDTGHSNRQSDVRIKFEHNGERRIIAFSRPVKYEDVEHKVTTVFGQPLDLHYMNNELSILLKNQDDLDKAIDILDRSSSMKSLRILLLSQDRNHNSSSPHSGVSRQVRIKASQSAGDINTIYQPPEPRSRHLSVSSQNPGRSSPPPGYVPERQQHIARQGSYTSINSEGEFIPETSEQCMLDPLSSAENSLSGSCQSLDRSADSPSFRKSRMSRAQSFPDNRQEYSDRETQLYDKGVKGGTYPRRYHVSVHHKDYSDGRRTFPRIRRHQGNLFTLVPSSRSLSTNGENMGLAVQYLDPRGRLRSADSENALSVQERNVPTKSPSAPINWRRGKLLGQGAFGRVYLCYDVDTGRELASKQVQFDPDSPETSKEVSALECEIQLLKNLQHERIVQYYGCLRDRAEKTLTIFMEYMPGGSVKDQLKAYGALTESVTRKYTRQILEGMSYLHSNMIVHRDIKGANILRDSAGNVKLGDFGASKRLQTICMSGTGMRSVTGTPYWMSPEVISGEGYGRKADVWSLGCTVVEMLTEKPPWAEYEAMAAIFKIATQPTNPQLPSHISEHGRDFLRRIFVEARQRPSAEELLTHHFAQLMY
# * hit, by the source's call; · = not tested or not shown. Only part of the results is shown; rates above refer to the full screens.
SMILES,NALP1 yeast inh,MEKK2 WT-MEK5,p-CIP stab down,IDE act,PfM18AAP inh,SUMO HTRF inh,MEKK2 mut-MEK5,IDE inh,MEKK3 PB1 HTS
O/N=C1\CC(O)Cc2nonc21 (stereo unspecified),6,103,-7,3,-4,21,2,0,109
CCC(C)NC(=O)C1(C)CCC(=O)N1CCc1ccc(OC)c(OC)c1 (stereo unspecified),7,98,-3,0,3,1,2,6,100
COc1ccc(Nc2nc(Cl)nc(NCCO)n2)cc1,5,98,3,4,3,5,-1,-4,114
Cc1ccc(C(=O)NCC(=O)NCC(=O)OCC(=O)c2ccc(F)cc2)cc1,33,102,-10,0,-16,-9,1,-2,102
CCCCc1nc(SCc2ccc([N+](=O)[O-])cc2)n[nH]1,-6,105,-12,1,10,16,-1,5,115
CC(C)Cn1c(SCC(=O)c2ccc(Cl)s2)nnc1-c1ccco1,10,90,-14,1,-22,11,-7,2,92
COc1cc(C2NC(=O)CCC2[N+](=O)[O-])cc(OC)c1OC (stereo unspecified),12,103,-12,-3,6,8,2,1,102
CSc1ccccc1NC(=O)CN(c1ccccc1Br)S(C)(=O)=O,17,105,-2,-1,-2,-11,1,3,106
O=C(NCCCN1CCOCC1)c1cc(-c2cccc(O)c2)on1,9,95,0,1,5,20,0,-4,94
O=c1cc(-c2ccc3c(c2)OCO3)oc2ccccc12,38,102,7,-3,6,28,2,0,104

# Three compounds already listed, sorted by their value in SUMO HTRF inh, smallest number first:
compound | SUMO HTRF inh
CSc1ccccc1NC(=O)CN(c1ccccc1Br)S(C)(=O)=O | -11
COc1cc(C2NC(=O)CCC2[N+](=O)[O-])cc(OC)c1OC (stereo unspecified) | 8
O/N=C1\CC(O)Cc2nonc21 (stereo unspecified) | 21

# Going on with the list:
SMILES,NALP1 yeast inh,MEKK2 WT-MEK5,p-CIP stab down,IDE act,PfM18AAP inh,SUMO HTRF inh,MEKK2 mut-MEK5,IDE inh,MEKK3 PB1 HTS
CCOc1ccc(NC(=O)Cn2nnc(-c3ccccc3NC(=O)CC)n2)cc1,30,100,-11,6,8,37,1,4,100
CCOC(=O)N1CCN(C(c2ccc(C(C)C)cc2)c2sc3nc(C)nn3c2O)CC1 (stereo unspecified),·,105,4,-2,2,-2,5,2,104
Cn1nc(-c2ccc(C(=O)NC3CCCCC3)cc2)c2ccccc2c1=O,27,96,-1,1,-1,-4,0,-6,99
O=C(Nc1ccc(-c2csc(Nc3ccccc3)n2)cc1)c1cccc(C(F)(F)F)c1,·,121,14,-2,·,22,7,-2,112
O=C(Cc1coc2ccc3ccccc3c12)NC1CCCc2ccccc21 (stereo unspecified),·,106,-2,7,-2,2,1,9,135*
CC(C)(C)c1ccc(C2(C)NC(=O)N(CC(=O)NCc3cccs3)C2=O)cc1 (stereo unspecified),22,97,-30,-1,0,-16,-3,3,99
COCCNC(=O)CN(C(=O)CCC(=O)Nc1ccccn1)c1ccc(C)cc1,8,102,-25,9,-9,12,5,1,104
O=C(COc1ccccc1Br)N1CCN(C(=O)c2ccco2)CC1,-6,107,-11,3,-5,-6,9,5,107
CCN(CC)C(=O)/C=C/c1ccc(OC)c(S(=O)(=O)N2CCCCC2)c1,1,92,0,-2,2,19,-13,4,97
Cc1cc(S(=O)(=O)NCc2ccco2)c(C)cc1Cl,-14,93,-12,-3,0,0,-2,8,98
O=C(NCCc1ccccc1)C1CCC(CNS(=O)(=O)c2cccc3cccnc23)CC1 (stereo unspecified),·,99,-5,-3,0,-3,-4,8,98
O=C(N/N=C/c1ccccc1)c1cc(-c2ccc3c(c2)OCO3)n[nH]1,20,92,-10,3,4,-4,-5,-4,90
CCc1nc(SCC(=O)Nc2ccc(OC)cc2[N+](=O)[O-])n[nH]1,·,92,-11,8,-5,23,-11,0,95
CCCc1nnc(NC(=O)CN2C(=O)C3C4C=CC(C4)C3C2=O)s1 (stereo unspecified),-3,93,7,4,-1,-15,-1,3,94
Cc1cc(C)c(C#N)c(N2CCOCC2)n1,-1,108,-1,2,5,3,6,4,111
CC(C)c1ccc(OCC(=O)NNC(=O)c2cnccn2)cc1,-7,105,12,4,5,11,11,-1,104
O=[N+]([O-])c1ccc(N(CCO)Cc2ccccc2)c([N+](=O)[O-])c1,9,95,-4,-4,8,-7,-2,1,95
Cc1sc2nc(CN3CCCC3)nc(N3CCN(S(=O)(=O)c4cccs4)CC3)c2c1C,2,145*,-11,-4,-1,10,4,13,103
CCC(=O)N1CCc2cc(S(=O)(=O)NCCN3CCCCC3CC)ccc21 (stereo unspecified),-11,105,-120,-4,3,10,6,5,103
CCCNC(=O)N1CCC(c2nc3ccccc3s2)CC1,1,106,1,3,3,1,6,-1,104
COC(=O)c1ccc(NC(=S)NNC(=O)CC(C)C)cc1,15,109,0,-1,2,9,9,2,98
Cc1c(Cl)cccc1NC(=S)N1CCN(c2ccc([N+](=O)[O-])cn2)CC1,·,98,-9,0,1,-1,-3,3,97
C[N+]1(CC(O)c2ccccc2)CCCCCC1 (stereo unspecified),9,107,-6,3,-8,0,15,8,108
COc1ccc(NC(=O)CSc2nncc3ccccc23)cc1,6,112,1,3,0,13,1,3,124
O=C(Nc1ccc(N2CCN(C(=O)c3ccccc3F)CC2)cc1)c1cncc(Br)c1,10,100,-14,6,2,10,-1,-3,100
CC1CN=C(N(C(=O)Nc2ccccc2)C(C)c2ccccc2)S1 (stereo unspecified),18,100,-12,-2,0,4,2,7,101
O=[N+]([O-])c1ccc(/C=N/Nc2nc(N3CCCCCC3)nc(N3CCCCCC3)n2)o1,0,109,4,-2,3,-50,4,2,105
CC(C)Nc1nc2nonc2nc1Nc1ccccc1,8,101,0,6,3,9,9,7,104
Cn1cc(CN2CC3C[C@@H]4CC2C[C@H](C3)C4)c(-c2ccc3c(c2)OCCO3)n1,19,84,-8,-5,4,13,-11,3,87
COC(=O)c1cc(-c2cccc([N+](=O)[O-])c2)c2c(=O)n(C)c(=O)n(C)c2n1,-2,107,-8,3,-3,6,5,4,107
CC1(C)CC(O)(CCNCc2ccc3c(c2)OCO3)CCO1 (stereo unspecified),26,100,-6,-1,-2,10,1,0,106
CCC(C)(C)n1nnnc1CN(Cc1cc2cc(OC)c(OC)cc2[nH]c1=O)C1CCCC1,18,104,-11,2,33*,61,14,2,101
COc1cccc(NC(=O)CSc2nnc(C)s2)c1,6,98,-14,1,6,8,-2,8,100
C=CCn1c(=O)n2ncnc2c2c3c(sc21)CCCC3,15,·,0,-6,3,6,·,-3,·
c1cnn(Cc2cnc(N3CCOCC3)s2)c1,9,99,-6,2,7,6,-1,-11,103
NC(=S)NNC(=O)c1ccccc1Cl,-9,100,-5,1,6,15,0,2,96
O=C(O)CCc1ccc(-c2ccc(Cl)cc2)o1,0,105,3,-3,-17,12,1,5,103
CCCCOC(=O)CSCC(=O)Nc1cc(C)on1,-3,98,-9,1,0,-8,-2,0,97
CCOc1ccc(S(=O)(=O)NN=C2CCN(C(C)=O)CC2)cc1,4,102,-5,0,0,13,4,-2,98
COc1cc(C(=O)Nc2sc3c(c2C#N)CCN(C(C)=O)C3)cc(OC)c1OC,36,107,-4,10,-9,4,9,6,108
Cc1ccc(/C=C2\C(=O)ON=C2c2ccccc2)o1,-6,97,-7,·,3,4,-2,-2,97
CN(C)c1ccc(CN2CCCCCC2)cc1,14,102,-20,-1,12,21,3,1,95
COc1ccc(CCNCc2ccccc2N2CCCC2)cc1,9,119,-9,0,3,2,13,0,110
O=S(=O)(NCc1cc(-c2ccccc2)no1)c1ccccc1Cl,13,104,-4,-2,4,14,-1,0,111
CCc1nonc1NC(=O)c1oc2cc(Br)ccc2c1C,5,102,-1,5,14,·,-8,-7,100
CN(C)C(=O)CSc1nnc(NC(=O)CCc2ccccc2)s1,-1,95,0,5,-3,-1,-4,-3,96
CCOc1cc(N2CCOCC2)c(OCC)cc1NC(=O)CN1C(=O)C2C3C=CC(C3)C2C1=O (stereo unspecified),-7,96,18,-1,-6,8,-5,3,101
O=C(N/N=C/c1coc2ccc(Cl)cc2c1=O)c1cc(O)cc(O)c1,-8,89,-10,8,26,-4,-4,·,99
CCCCCNc1nc(-c2ccccc2)cs1,11,83,0,·,4,-12,-11,0,71
COc1cccc(NC(=O)Cc2cn(C)c3ccccc23)c1,4,114,6,5,-4,-4,8,-2,111

# Four entries already listed, arranged by heavy-atom count, highest first:
SMILES,NALP1 yeast inh,MEKK2 WT-MEK5,p-CIP stab down,IDE act,PfM18AAP inh,SUMO HTRF inh,MEKK2 mut-MEK5,IDE inh,MEKK3 PB1 HTS
CN(C)C(=O)CSc1nnc(NC(=O)CCc2ccccc2)s1,-1,95,0,5,-3,-1,-4,-3,96
COc1cccc(NC(=O)Cc2cn(C)c3ccccc23)c1,4,114,6,5,-4,-4,8,-2,111
CCc1nonc1NC(=O)c1oc2cc(Br)ccc2c1C,5,102,-1,5,14,·,-8,-7,100
Cc1ccc(/C=C2\C(=O)ON=C2c2ccccc2)o1,-6,97,-7,·,3,4,-2,-2,97

# Following part:
SMILES,NALP1 yeast inh,MEKK2 WT-MEK5,p-CIP stab down,IDE act,PfM18AAP inh,SUMO HTRF inh,MEKK2 mut-MEK5,IDE inh,MEKK3 PB1 HTS
Cc1cc(C)c(C)c(S(=O)(=O)Nc2ccccc2C(=O)NCCCN2CCOCC2)c1C,22,105,1,5,-4,10,-2,0,99
O=C(CN1CCSCC1)N/N=C/c1ccc(F)cc1F,23,104,-6,7,5,12,6,2,100
O=C(N=C1SC2CS(=O)(=O)CC2N1c1ccc(Br)cc1Cl)C1CC1 (stereo unspecified),3,99,2,0,-5,-2,5,4,101
NNC(=O)C(Cc1ccc(O)cc1)N1Cc2ccccc2C1=O (stereo unspecified),1,98,-8,-3,0,2,4,5,102
CCOc1cc(/C=N/NC(=O)CCc2n[nH]c(=O)[nH]c2=O)ccc1O,-10,101,6,2,1,10,-1,9,98
CCC(C)NC(=O)C1CCC(=O)N(c2ccc3c(c2)OCO3)C1c1ccc(OC)cc1 (stereo unspecified),14,109,4,1,3,-2,7,-3,109
O=C1N(CC(=O)N2CCc3ccccc32)CCN1Cc1ccc(Cl)cc1,40,104,10,1,-2,-13,4,3,103
Cc1ccc(SCc2ccc(C(=O)Nc3cccc([N+](=O)[O-])c3)cc2)cc1,25,92,1,-4,0,-10,-9,2,94
O=C(CCNc1ccc(F)cc1)c1cccc([N+](=O)[O-])c1,41,109,1,-4,-3,-7,3,-2,105
CCc1c(O)nc(SCC(=O)c2ccccc2)n(-c2ccccc2)c1=O,·,108,-15,4,2,-6,-7,4,100
Cc1ccc(NC2=CC(=O)OC(C)C2)cc1 (stereo unspecified),-1,102,0,2,-3,9,4,4,105
COc1c(C)cccc1C(=O)NCCCNC(=O)c1ccc(C)nc1,10,96,3,1,-12,7,-5,-3,99
O=S(=O)(CCN1CCOCC1)c1ccccc1,4,102,-9,4,-3,1,3,·,103

# Source: PubChem BioAssay
